# V1aR counter – agonists of human V1a receptor, primary screen, counter-screen for OXTR agonist project, fluorescence, CHO-V1R cells. 320,000 compounds, 0.25% hits. activation, % at 3 µM. Vasopressin V1a receptor (Homo sapiens), P37288. Fluo-8 calcium fluorescence, agonist mode; 0% DMSO, 100% 3 nM vasopressin. AID 2797, 2010;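 active = activation above the mean activation of all tested compounds plus 3 SD, per screening run, cut at about 20% in these data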;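 note: signal is peak over basal fluorescence ratio across a 100 second FLIPR read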
# Target sequence (P37288 whole entry, looked up): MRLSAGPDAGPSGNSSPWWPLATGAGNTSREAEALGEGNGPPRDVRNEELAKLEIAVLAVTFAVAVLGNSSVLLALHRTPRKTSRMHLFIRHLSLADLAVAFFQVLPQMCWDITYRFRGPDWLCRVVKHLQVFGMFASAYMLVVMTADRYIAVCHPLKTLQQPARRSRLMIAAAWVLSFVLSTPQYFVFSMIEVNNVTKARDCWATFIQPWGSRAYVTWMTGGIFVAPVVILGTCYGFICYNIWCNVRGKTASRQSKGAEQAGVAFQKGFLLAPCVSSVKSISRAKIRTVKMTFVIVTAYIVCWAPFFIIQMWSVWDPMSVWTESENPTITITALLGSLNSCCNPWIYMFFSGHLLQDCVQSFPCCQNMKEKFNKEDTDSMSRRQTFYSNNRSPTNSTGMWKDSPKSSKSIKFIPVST
# OXTR ag – human OXTR agonists, primary screen, fluorescence, CHO-OTR cells, Fluo-8 calcium. activation, % at 3 µM. AID 2435, 2010. Oxytocin receptor (Homo sapiens), P30559. 320,000 compounds, 0.32% hits. Fluo-8 calcium fluorescence; normalized: DMSO 0%, oxytocin 100%;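 active = activation above the mean of all tested compounds plus 3 SD, cutoff set per screening run, cut at about 20% in these data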;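 note: peak over basal fluorescence ratio from a 100 s FLIPR kinetic read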
# FID counter – compounds displacing fluorescent DNA intercalator, primary screen, artefact control for HCV NS3 helicase inhibitor project, biochemical, FID fluorescence; DNA fluorescent intercalator displacement; inhibition, % at 7.9 µM; 290,000 compounds, 0.17% hits; in the data active = inhibition above about 37%;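 note: 0% = vehicle and 100% = reference compound; higher means more ethidium bromide displaced from hairpin DNA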
# HCV NS3 hel inh – inhibitors of HCV NS3 helicase, primary screen, biochemical, Cy5 molecular beacon fluorescence; Hepatitis C virus NS3 helicase; NS3 helicase DNA unwinding; inhibition, % at 10.9 µM; 290,000 compounds, 0.56% hits; AID 1800, 2009;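 active = inhibition above the mean of all tested compounds plus 3 SD, set per campaign, cut at about 35% in these data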;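 note: 0% = DMSO wells and 100% = thioflavine S control wells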
#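 Assay system – hepatitis C virus NS3 helicase domain fragment enzyme · Buffer or medium – MOPS pH 6.5, MgCl2, DTT, Tween20, BSA · Reagent – Cy5/quencher beacon DNA duplex and ATP to start · Compound – single 10.9 µM dose · Timing – 1 h at 25 °C · Technique – Cy5 beacon fluorescence read at start and 1 h · Measure – % inhibition of unwinding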
# GPR7 antagonist – GPR7 receptor antagonists, primary screen, cell-based, fluorescence, single concentration. inhibition, % at 4.4 µM. GPR7-expressing cells, fluorescence antagonist assay. AID 1861, 2009. 290,000 compounds, 1.1% hits. Neuropeptides B/W receptor type 1 (Homo sapiens), P48145; in the data active = inhibition above about 16%, passing the limit was not always enough;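 note: cells stimulated with the agonist NPW; 0% = agonist with vehicle and 100% = vehicle without agonist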
# Target sequence (P48145 whole entry, looked up): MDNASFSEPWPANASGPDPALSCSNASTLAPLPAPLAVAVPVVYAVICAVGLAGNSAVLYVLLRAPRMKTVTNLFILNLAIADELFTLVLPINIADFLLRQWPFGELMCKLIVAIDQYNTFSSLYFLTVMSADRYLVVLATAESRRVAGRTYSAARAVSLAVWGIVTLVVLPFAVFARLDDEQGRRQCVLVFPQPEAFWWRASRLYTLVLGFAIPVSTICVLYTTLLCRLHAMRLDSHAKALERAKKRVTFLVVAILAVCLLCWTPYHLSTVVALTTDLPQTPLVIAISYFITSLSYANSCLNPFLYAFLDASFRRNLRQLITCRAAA
# IMP-1 inh – IMP-1 metallo-beta-lactamase inhibitors, primary screen, biochemical, epi-absorbance readout, Pseudomonas aeruginosa enzyme; AID 1556, 2009; 290,000 compounds, 0.45% hits; purified IMP-1, nitrocefin hydrolysis, epi-absorbance fluorescence; metallo-beta-lactamase IMP-1 (Pseudomonas aeruginosa); inhibition, % at 5.6 µM;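 active = inhibition above the mean plus 3 SD of all compounds in the same screening run, cut at about 4.5% in these data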;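 note: 0% = IMP-1 with DMSO and 100% = DMSO wells lacking enzyme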
#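 System: purified IMP-1; amount: IMP-1 0.2 nM before substrate addition; compound: single dose, 5.6 µM; times: 25 °C, 15 min preincubation, 25 min reaction; signal: Epi-absorbance via hydrolysed-nitrocefin quenching of white-plate fluorescence, 480/530 nm, EDTA stop; benchmarks: DMSO with and without IMP-1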
# PHOSPHO1 inh – PubChem AID 1565; inhibition, % at 13.3 µM; recombinant PHOSPHO1, absorbance phosphatase assay; 290,000 compounds, 1.1% hits; in the data active = inhibition above about 60%
# VIM-2 inhibitor – VIM-2 metallo-beta-lactamase inhibitors, primary screen, biochemical, epi-absorbance readout, Pseudomonas aeruginosa enzyme. purified VIM-2, nitrocefin hydrolysis, epi-absorbance fluorescence. inhibition, % at 5.6 µM. 290,000 compounds, 0.89% hits. AID 1527, 2009;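 active = inhibition above the mean of all tested compounds plus 3 SD, cutoff set per screening run, cut at about 7.5% in these data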;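 note: red hydrolysis product quenches plate fluorescence so inhibitors raise well fluorescence; 0% = enzyme with DMSO and 100% = DMSO without enzyme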
# GalR3 antagonist – GalR3 antagonists in HEK293 cells, primary screen, cell-based, fluorescence readout; Galanin receptor type 3 (Homo sapiens), O60755; HEK293 GalR3-CNG cAMP membrane potential fluorescence; galR3 body fused to GalR1 C-terminus; inhibition, % at 3 µM; 360,000 compounds, 0.44% hits; AID 651719, 2012;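 active = inhibition above the screen-wide average plus 3 SD, cut at about 13% in these data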;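 note: forskolin and galanin both at EC90 stimulate the cells; cAMP rise reported by CNG channel membrane potential dye signal; 0% = forskolin plus galanin with DMSO and 100% = forskolin alone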
# Target sequence (O60755 1-299 limits assumed): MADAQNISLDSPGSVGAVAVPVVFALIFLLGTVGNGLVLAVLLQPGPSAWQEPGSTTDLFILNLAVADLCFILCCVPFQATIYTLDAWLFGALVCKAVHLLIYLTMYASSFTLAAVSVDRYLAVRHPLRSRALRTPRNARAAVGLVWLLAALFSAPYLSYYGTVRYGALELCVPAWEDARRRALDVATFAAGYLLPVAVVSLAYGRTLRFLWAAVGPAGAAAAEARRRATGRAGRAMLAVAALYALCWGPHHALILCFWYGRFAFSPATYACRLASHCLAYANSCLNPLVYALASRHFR
# Starred values were filed as active, the others as inactive; nt = no result given.
SMILES,V1aR counter,OXTR ag,FID counter,HCV NS3 hel inh,GPR7 antagonist,IMP-1 inh,PHOSPHO1 inh,VIM-2 inhibitor,GalR3 antagonist
Cc1nn(CCOc2ccc(Br)cc2)c(C)c1[N+](=O)[O-],-0.2,-1.2,0,-9,-6,-2.0,-16,-2.3,-7
CCNS(=O)(=O)c1ccc(CCC(=O)N2CCN(c3cc(Cl)ccc3C)CC2)cc1,6.8,8.4,-35,-13,6,-1.6,41,-2.1,-3
Cc1nc(C)n(CCNS(=O)(=O)c2ccc(C)c(C)c2)n1,-0.7,1.4,-3,-2,-11,-2.6,18,-0.1,18*
Cc1cc(C)c2cc(CN(CCO)Cc3nnnn3Cc3ccccc3)c(=O)[nH]c2c1,-0.7,1.3,-1,3,2,-0.5,-25,-0.1,-1
Cc1nn(C2CCS(=O)(=O)C2)c(C)c1C=O (stereo unspecified),1.2,1.8,0,3,-12,-3.5,53,-1.8,-1
CCOc1ccccc1-c1nc(CN2CCCC2c2nccs2)c(C)o1 (stereo unspecified),-0.1,-1.3,-20,8,-3,-2.7,26,-5.0,1
COc1ccc2c(c1)c1nc3n(c(=O)c1n2CC(=O)Nc1cc(C)[nH]n1)CCS3,0.2,-0.6,13,11,12,-3.2,32,-4.9,-2
CC(=O)N1c2ccc(S(=O)(=O)N3CCCC(C(=O)NCc4ccc(Cl)cc4)C3)cc2CC1C (stereo unspecified),13,9.3,-54,-5,13,-1.6,43,-0.9,-7
Cc1ccc(OCCNC(=O)Cc2ccc(F)cc2)cc1,0.8,-1.9,-14,3,-4,-1.1,-4,-2.4,-8
C=CCn1c(=O)c2c(nc3n2CCS3)n(C)c1=O,-1.0,-0.5,0,1,0,-4.1,-11,-2.4,-2
CC1CN(c2ccc([N+](=O)[O-])cc2Cl)CCN1S(C)(=O)=O (stereo unspecified),7.2,6.2,1,-11,-10,-1.7,24,-1.8,-4
CC1=Nn2c(nnc2-c2ccccn2)SC1,0.2,1.7,0,3,12,-2.0,7,-2.1,-5
CSc1nnc(C)c(=O)n1COC(=O)c1ccccc1,0.7,1.4,8,0,-6,-2.8,-7,-1.1,-4
Cn1cc(CNC(=O)C23CC4CC(CC(C4)C2)C3)cn1,0.4,-0.5,-6,7,-2,-4.1,1,-3.2,0
Cc1ccc(-n2ncc(Br)c(Br)c2=O)cc1,nt,nt,1,8,6,-3.7,18,-1.5,nt
O=C(CC1C(=O)NCCN1C(=O)Nc1ccccc1)Nc1ccc(F)cc1 (stereo unspecified),0.4,1.1,0,-10,-4,2.0,20,-0.1,-2
COC(=O)c1ccc(S(=O)(=O)N2CCCN(Cc3ccc(F)cc3)CC2)n1C,1.4,0.0,1,-1,-4,-3.2,32,-2.6,-3
O=C(NNC(=O)c1ccc(-c2ccccc2)cc1)Nc1ccc(F)cc1F,1.0,0.7,-5,2,-2,0.4,46,0.7,-3
O=P(OC1CCCCC1)(OC1CCCCC1)C(O)c1c(Cl)cccc1Cl (stereo unspecified),-0.6,2.1,-36,1,-14,-2.3,-4,-3.2,8
ON=C1CCN(c2ncc(C(F)(F)F)cc2Cl)CC1,0.2,-1.0,0,-1,-11,3.0,-3,-2.8,-3
COc1ccc(C2C(=O)N(C3CCCCCC3)CC(=O)N2Cc2ccccc2)cc1OC (stereo unspecified),0.6,-0.6,-5,3,7,-3.1,29,-0.2,-5
COc1ccc2ccccc2c1C1CC(=O)N2CN(Cc3ccco3)CSC2=C1C#N (stereo unspecified),0.4,-0.1,-44,47*,-16,-3.9,72*,0.7,nt
Cc1cc(=O)n(C)c(=O)n1CCCCCCOc1ccc([N+](=O)[O-])cc1,4.3,2.8,4,-4,-1,-3.3,-4,-1.0,nt
CC(=O)Nc1ccc(S(=O)(=O)NCc2ccc3c(c2)cc(C)n3C)cc1,7.0,8.8,-20,-17,-2,-2.6,3,-1.0,nt
CC1(C)CC(=O)CC2(C1)NCC(c1ccccc1)c1c2[nH]c2ccccc12 (stereo unspecified),-0.7,1.2,-21,4,15,-0.3,47,1.8,-5
CSC(=NCc1ccc(F)cc1)NS(=O)(=O)c1cccs1,0.4,-0.8,-2,9,-8,-0.2,6,-0.2,-8
O=C(CSc1nncs1)Nc1ccc(Cl)cn1,-0.2,-1.1,-3,5,-2,-1.1,-3,-1.7,-7
COc1ccccc1C1CN(c2ccc(F)cc2F)N=C1c1cccs1 (stereo unspecified),0.5,-0.4,-1,1,-11,-2.5,5,-2.6,-5
CCC(C)c1ccc(OCC(=O)O)cc1 (stereo unspecified),0.4,0.8,1,4,17,-0.8,-5,-0.2,-2
Cc1ccc(OCC(=O)N/N=C\c2ccc(-c3cccc(C(=O)O)c3)o2)c(C)c1,-0.6,-0.7,-33,43*,7,-4.6,11,-2.8,-2
Cc1ccc(-n2c(SCC(=O)NCCN3C(=O)CSC3=O)nnc2-c2ccccc2)cc1,-0.4,-0.2,-38,0,5,-5.2,-23,-1.3,-4
CCOc1cc(C2C(C(=O)OC(C)C)=C(C)N=C3SCCC(=O)N32)ccc1OC(C)=O (stereo unspecified),-0.8,-0.4,-26,0,-9,-8.4,11,-5.0,-6
NC(=O)CC(NC(=O)Cc1ccc(Br)cc1)c1ccc(N2CCC(N3CCCCC3)CC2)c([N+](=O)[O-])c1 (stereo unspecified),-0.2,-0.4,28,-4,26,1.4,41,3.4,-7
Cc1cc(=O)[nH]c(N/N=C/c2ccc(Cl)cc2Cl)n1,1.1,0.0,-4,0,-6,-1.5,29,-3.4,-9
Cc1cccc(Nc2nc(N)c([N+](=O)[O-])c(NCc3ccccc3)n2)c1,-1.0,-2.9,-6,-112,-26,-1.0,33,0.0,-7
O=C(NNC(=O)c1ccccc1Br)c1ccc2nc[nH]c2c1,-0.5,0.1,-8,11,-8,1.3,32,-1.4,2
CCOC(=O)N1CCC(NS(=O)(=O)c2cc(Br)cc3c2N(C(=O)CC)CC3)CC1,1.7,0.1,-12,-2,-5,-3.5,-31,-3.2,1
CC1CCCN(Cc2nc3c(c(=O)n(C)c(=O)n3C)n2CC(=O)c2ccccc2)C1 (stereo unspecified),-1.4,-3.0,-3,-4,-1,-1.7,0,-0.9,nt
CS(=O)(=O)N(CC(=O)NC1CCCC1)c1ccc2c(c1)OCCO2,0.4,0.0,1,10,-14,-0.7,22,-1.2,1
CCCC(=O)Nc1cc(-c2nnc(OC)c3ccccc23)ccc1N1CCCCC1,-0.5,0.1,-7,-11,-9,-1.2,-11,-2.8,nt

# Structural class, the compounds so far with a thiophene ring, fused or not
SMILES,V1aR counter,OXTR ag,FID counter,HCV NS3 hel inh,GPR7 antagonist,IMP-1 inh,PHOSPHO1 inh,VIM-2 inhibitor,GalR3 antagonist
CSC(=NCc1ccc(F)cc1)NS(=O)(=O)c1cccs1,0.4,-0.8,-2,9,-8,-0.2,6,-0.2,-8
COc1ccccc1C1CN(c2ccc(F)cc2F)N=C1c1cccs1 (stereo unspecified),0.5,-0.4,-1,1,-11,-2.5,5,-2.6,-5

# Next results
SMILES,V1aR counter,OXTR ag,FID counter,HCV NS3 hel inh,GPR7 antagonist,IMP-1 inh,PHOSPHO1 inh,VIM-2 inhibitor,GalR3 antagonist
CCCc1cc(C(=O)Nc2cc(C)on2)no1,0.5,-0.3,1,5,-2,-4.3,-3,-3.5,nt
CCNC(=S)Nc1ccc(N(c2ccccc2)C(C)C)cc1,-0.1,-0.2,-12,-1,3,-11,13,-3.1,nt
C=CCn1c(SCc2ccc(C#N)cc2)nnc1-c1cccc(Cl)c1,1.0,-0.3,-6,-4,-7,-1.2,24,-0.5,-4
COC(=O)CNC(=O)c1ccc(F)cc1,-0.6,0.1,2,0,-8,-0.2,32,-2.1,-4
COC(=O)NC(=C(Cl)Cl)S(=O)(=O)c1ccccc1,1.0,0.0,-1,2,-9,-4.8,12,-1.5,1
c1ccc(COc2ccc(OCCCCN3CCCCC3)cc2)cc1,13,11,44*,-5,15,3.2,13,1.5,-11
Cn1c(=O)[nH]c(=O)c2c1nc(SCCO)n2CCCc1ccccc1,0.7,-0.5,-16,-13,-1,-2.5,34,0.1,0
Cc1ccc(NC(=O)Cn2nnc(-c3ccccc3-n3cnnn3)n2)c(C)c1,0.0,-2.3,-20,7,0,-3.4,-7,-2.2,2
CC1CCN(C(=O)Cn2c3ccccc3c3nc4n(c(=O)c32)CCS4)CC1,1.4,-0.9,-19,-6,-11,-0.9,30,1.9,-1
CCOC(=O)c1[nH]c(C)c(/C(O)=C2\C(=O)C(=O)N(CCCN3CCOCC3)C2c2cccs2)c1C (stereo unspecified),0.4,0.2,-4,6,14,-0.3,27,2.5,-2
COc1ccc(-c2cc(C(F)(F)F)nc(SCCC(=O)N3CCOCC3)n2)cc1,0.5,-1.1,-7,2,0,-1.7,-2,-2.2,2
O=C(COc1ccccc1Cl)Nc1ccccc1C(=O)N1CCCCC1,-0.3,-1.3,-25,-12,-19,-2.4,22,-1.1,-4
C=CCn1c(=N)c(S(=O)(=O)c2ccc(C)c(C)c2)cc2c(=O)n3ccccc3nc21,-1.2,-1.4,20,-6,-19,-1.1,16,12*,1
COc1ccc(OCc2ccc(-c3nc4ccccc4c(=O)n3N)o2)cc1,1.0,-1.2,-19,0,-18,-4.8,35,-3.5,-4
O=C(Cn1nc(Cc2cccnc2)c2ccccc2c1=O)NCc1ccc(F)cc1,1.0,-0.2,-17,4,10,-4.8,-15,-4.0,nt
O=C(Nc1ccc(F)cc1)Nc1ccccc1C(=O)NCCN1CCNC1=O,-0.3,-0.4,0,11,-17,-1.8,-1,-1.0,-1
COc1ccc(C(=O)N(NC(=O)Oc2ccccc2)C(C)(C)C)cc1,0.6,-1.8,-3,-13,11,-1.9,-19,-0.6,-10
O=C(c1c[nH]c(C(=O)C(Cl)(Cl)Cl)c1)c1ccccc1Cl,-0.7,0.8,1,-5,6,-4.3,-17,-1.4,1
O=C(O)C(Oc1ccc2c(c1)oc(=O)c1ccccc12)c1ccccc1 (stereo unspecified),-0.2,-0.2,-23,15,-17,-3.9,24,1.4,-10
Cc1ccnc(N2CCC(C(=O)Nc3nnc(C)s3)CC2)n1,-0.5,0.5,-9,5,0,-2.1,5,-0.7,-1
COc1ccccc1C1=NOC(COC(=O)c2ccc([N+](=O)[O-])cc2)C1 (stereo unspecified),-0.2,-2.0,-8,15,4,-3.9,20,-3.5,0
CC(C)OC(=O)CSc1nnc(-c2cnccn2)n1-c1ccc(Cl)cc1,-0.3,0.0,-26,0,-7,-1.7,-28,-3.2,-4

# Compound activity deposited in PubChem by several laboratories.
